Assay outcomes (PubChem)
Bim-Bfl-1: disrupts Bim binding to human Bfl-1; inhibition, % at 10 µM; Bead-based flow cytometry, Bim-Bfl-1 binding inhibition; actives 0.12% (n = 190,000);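 note: 0% = wells without compound plus tracer and 100% = blocker peptide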
Bcl-XL Bim block: inhibitors of Bim-Bcl-XL interaction, human | Q07817 | Bim peptide-Bcl-XL binding, bead flow cytometry, fluorescence | inhibition, % at 10 µM | actives 0.04% (n = 190,000) | AID 1007
Target sequence (Q07817 whole entry, looked up): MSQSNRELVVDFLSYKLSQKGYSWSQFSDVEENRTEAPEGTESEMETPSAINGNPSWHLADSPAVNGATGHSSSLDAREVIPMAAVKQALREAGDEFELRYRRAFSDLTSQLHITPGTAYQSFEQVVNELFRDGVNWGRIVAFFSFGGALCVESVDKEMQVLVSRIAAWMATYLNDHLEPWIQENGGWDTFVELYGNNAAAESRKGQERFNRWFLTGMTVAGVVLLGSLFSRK
Rac1 wt modul: modulators of human Rac1 wildtype GTP binding. GST-Rac1 beads, fluorescent GTP binding, flow cytometry; actives lie on both sides; 0 = cold GTP competed, 100 = untreated. AID 757. GTP binding activity (% of control), % at 10 µM. actives 0.27% (n = 190,000). P63000;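 active = GTP binding activity at least 20 points away from the 100% control level, either lower or higher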
Cdc42 wt GTP: changes GTP binding to wildtype human Cdc42; P60953; GST-Cdc42 beads, Bodipy-GTP binding, flow cytometry; actives lie on both sides; percent activity (GTP binding), % at 10 µM; actives 0.2% (n = 190,000); AID 761;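 active = percent activity GTP binding at least 20 points away from the 100% baseline, either down as inhibitor or up as activator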;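 note: median bead fluorescence of bound Bodipy-FL-GTP at 100 nM; 0% = excess unlabeled GTP control and 100% = no compound control; below 100% means less GTP binding so inhibitor and above means activator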
Target sequence (P60953 whole entry, looked up): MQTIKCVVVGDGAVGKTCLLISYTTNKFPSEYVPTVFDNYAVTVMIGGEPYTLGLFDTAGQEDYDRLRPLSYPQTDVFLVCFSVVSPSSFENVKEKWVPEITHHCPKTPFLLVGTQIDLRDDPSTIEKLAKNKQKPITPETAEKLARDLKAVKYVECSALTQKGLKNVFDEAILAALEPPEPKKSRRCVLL
Bim-Bcl-2: disrupts Bim peptide binding to human Bcl-2. P10415. Bead-based flow cytometry, Bim peptide-Bcl-2 binding. inhibition, % at 10 µM. actives 0.06% (n = 190,000). AID 950; in the data active = inhibition above about 40%;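 note: 0% = no compound wells with probe peptide and 100% = reference peptide inhibitor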
Target sequence (P10415 whole entry, looked up): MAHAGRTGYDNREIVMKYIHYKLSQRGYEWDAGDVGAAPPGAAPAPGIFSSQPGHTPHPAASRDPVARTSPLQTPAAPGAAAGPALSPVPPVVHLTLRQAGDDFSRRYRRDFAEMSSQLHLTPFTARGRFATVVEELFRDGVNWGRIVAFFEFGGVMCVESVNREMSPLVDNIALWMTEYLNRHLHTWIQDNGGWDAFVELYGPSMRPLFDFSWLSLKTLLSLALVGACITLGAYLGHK
Rac1 act GTP bind: human Rac1 activated mutant GTP binding change; percent activity (GTP binding), % at 10 µM; actives 0.11% (n = 190,000); GST-Rac1 activated beads, fluorescent GTP binding, flow cytometry; actives lie on both sides; 100% means binding = to untreated wells; AID 764;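 active = GTP binding at least 20 percentage points away from the 100% baseline, in either direction, so actives lie on both sides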
Rab7 wt modul: alters GTP binding to wildtype dog Rab7; GST-Rab7 beads, fluorescent GTP binding, flow cytometry; actives lie on both sides; untreated = 100%, excess cold GTP = 0%; GTP binding activity (percent of control), % at 10 µM; actives 0.055% (n = 190,000); AID 758;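 active = fluorescent GTP binding to Rab7 beads changed by at least 20 points from the 100% baseline, either direction, mostly lower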;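 note: median green fluorescence of bound Bodipy-FL-GTP per Rab7 bead population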
Bim-Bcl-W: inhibitors of Bim-Bcl-W interaction, human; Q92843; inhibition, % at 10 µM; actives 0.02% (n = 190,000); bead-based flow cytometry, Bim peptide-Bcl-W binding; AID 952;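 note: 0% = bound tracer without compound and 100% = peptide blocker; higher means less fluorescent Bim peptide bound to Bcl-W beads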
Rab2A wt mod: changes GTP binding to wildtype dog Rab2A, up or down | P61105 | GST-Rab2 wt beads, Bodipy-GTP binding, flow cytometry | GTP binding activity, % at 10 µM | actives 0.19% (n = 190,000) | AID 760;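 active = GTP binding activity at least 20 points away from 100%, either lowered or raised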;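 note: 0% = beads with excess unlabeled GTP and 100% = no-compound control corrected for plate trend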
Bim-Bcl-B: inhibitors of Bim-Bcl-B interaction, human | Q9HD36 | bead-based flow cytometry, Bim peptide-Bcl-B binding | inhibition, % at 10 µM | actives 0.073% (n = 190,000);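 note: 0% = tracer peptide without compound and 100% = reference inhibitor peptide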
Target sequence (Q9HD36 whole entry, looked up): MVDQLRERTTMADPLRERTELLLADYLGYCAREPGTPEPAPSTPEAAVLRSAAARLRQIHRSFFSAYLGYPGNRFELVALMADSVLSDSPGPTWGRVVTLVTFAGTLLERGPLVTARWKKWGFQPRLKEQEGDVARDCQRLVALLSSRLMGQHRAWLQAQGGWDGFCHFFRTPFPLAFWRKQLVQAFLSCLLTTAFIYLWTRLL
HRas wt GTP: changes GTP binding to wildtype human HRas; AID 759; GTP binding activity, % at 10 µM; actives 0.14% (n = 190,000); GST-Ras wt beads, Bodipy-FL-GTP binding, flow cytometry; actives lie on both sides;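 active = GTP binding activity at least 20% away from the 100% baseline, either lowered as inhibitor or raised as activator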;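 note: 0% = unlabeled GTP competition control and 100% = no-compound control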
* = called active by the depositor. Cut-off read from the data, not from the text of the source, unless noted: active = inhibition above about 40%.

Bim-Bfl-1,Bcl-XL Bim block,SMILES,Rac1 wt modul,Cdc42 wt GTP,Bim-Bcl-2,Rac1 act GTP bind,Rab7 wt modul,Bim-Bcl-W,Rab2A wt mod,Bim-Bcl-B,HRas wt GTP
-10,1,Cn1nnc2cc(C(=O)N3CCC(c4ccccc4)C3)ccc21 (stereo not given),106,102,-8,99,99,1,102,-7,100
-13,-10,COc1ccc(OCC(=O)NC(=S)Nc2ccccc2F)cc1,95,99,-8,96,98,-5,97,-13,99
-12,0,Nc1nnnn1/N=C/c1ccccn1,103,101,-2,101,100,2,100,-7,102
0,-3,CCN1CCN(C(=S)Nc2ccc([N+](=O)[O-])cc2)CC1,97,99,-2,97,98,3,97,-14,100
-16,-6,COc1cccc(OC)c1C(=O)Nc1ccc2c(c1)OCCO2,107,104,-9,100,100,-2,105,-10,102
-6,0,CC1(c2ccccc2)NC(=O)N(N)C1=O (stereo not given),96,96,-1,94,95,0,95,-3,95
-19,-13,Cn1c(-c2sc3ccccc3c2Cl)n[nH]c1=S,102,98,-10,98,97,-8,98,-15,98
0,-4,O=C(CSc1nnc(-c2cccs2)o1)Nc1cccc(S(=O)(=O)N2CCCCC2)c1,101,99,-1,98,100,-1,100,-5,100
-4,-2,COc1ccccc1OCC(=O)Nc1ccc2c(c1)C(=O)N(CC1CCCO1)C2=O (stereo not given),98,93,-2,99,102,-2,95,-2,95
0,0,c1ccc(C(c2ccccn2)c2ccccn2)cc1,101,99,3,97,91,0,96,1,96
-1,-4,O=c1[nH]c(Cc2ccccc2Cl)nc2ccccc12,97,97,0,91,97,0,97,-4,95
-12,-6,COC(=O)C1=C(N)Oc2cc(C)n(CCCn3ccnc3)c(=O)c2C1c1ccc(Cl)cc1 (stereo not given),101,98,-11,97,98,-1,97,-9,97
11,1,CC(C)CC(=O)NC(c1ccccc1Cl)c1c(O)ccc2ccccc12 (stereo not given),104,103,1,100,100,3,100,6,100
-13,-5,COC(=O)c1sccc1NC(=O)c1ccc(Br)o1,102,101,-8,99,99,1,100,-7,100
-13,-9,COc1ccc(-c2noc(Cc3cccs3)n2)cc1,100,100,-13,97,96,-6,99,-8,98
2,0,COc1ccc(Nc2nc(NCc3ccco3)nc(N/N=C/c3ccccc3)n2)cc1,103,106,-2,101,96,0,105,-3,105
-3,-1,COc1cc(CNCCNC(=O)c2nonc2N)ccc1OCc1ccc(Cl)nc1,97,99,0,98,100,-1,98,-4,98
-6,-1,Cc1ccc(C(=O)N(C)c2ccc(OCC(=O)N3c4ccc(C)cc4C4CN(C)CCC43)cc2)cc1 (stereo not given),99,98,-5,96,100,-1,98,-7,98
-5,-8,Cc1ccsc1C(=O)NCCC(c1ccccc1)c1ccccc1,102,99,-5,99,97,-4,98,0,99
-1,0,C/C(=N\Nc1nc2ccccc2[nH]1)c1ccc(N2CCOCC2)cc1,98,98,0,98,103,0,100,-2,99
2,-1,CCOc1cc(/C=N/NC(=O)C(=O)NCCCOC(C)C)cc(Br)c1O,101,99,0,97,95,2,95,-4,98
0,-4,C#CCn1c(=NC(=O)c2ccc(S(=O)(=O)N3CCc4ccccc4C3)cc2)sc2cc(S(N)(=O)=O)ccc21,101,100,-4,100,101,-3,99,-10,98
-9,-4,CCOC(=O)Cn1c(=O)oc2cc(S(=O)(=O)N3CCc4ccccc43)ccc21,103,100,-6,99,104,-2,99,-7,103
-1,-1,O=C(c1ccco1)N1CCN(CCOCCOc2cccc3ccccc23)CC1,97,95,-1,94,107,-4,102,0,100
4,3,Cc1cc(C)nc(NC(=O)c2c(Cl)cccc2Cl)n1,97,99,7,98,97,3,98,2,96
-1,-1,Clc1ccccc1Oc1cnc2ccccc2n1,99,96,0,94,96,-2,96,0,95
2,0,COCCNC(=O)C(C)N1c2cccc3cccc(c23)S1(=O)=O (stereo not given),106,99,5,100,98,-1,98,-1,101
-1,-1,Cc1cc(C)c(S(=O)(=O)c2ccccc2)c(OC(=O)c2ccc(Cl)cc2Cl)n1,99,99,-3,98,99,0,101,0,101
2,0,CC(C)CCN(C(=S)NC(=O)C1CCCCC1)c1c(N)n(Cc2ccccc2)c(=O)[nH]c1=O,92,96,-1,93,100,0,100,-15,98
-7,-5,CNC(=O)NC(=O)COC(=O)c1ccccc1OCc1ccccc1,107,100,-3,99,105,-3,98,-6,101
1,-3,Cc1sc(/C=C2\C(=O)ON=C2c2ccccc2)cc1Br,100,98,0,99,100,-1,98,-6,100
3,-4,Cc1cc(C)n(CC(=O)O)n1,99,97,8,96,100,-3,98,-6,99
0,-3,CC(C)C(=O)Nc1cc2c(cc1C(=O)c1ccccc1)OCCO2,101,102,-1,100,97,-1,99,-1,100
-4,-3,CC(=O)Cc1nsc(NC(=O)c2ccc(Cl)cc2Cl)n1,104,98,-4,95,101,0,96,-4,95
-2,-4,Nc1nncn1C(=O)c1cc(Br)ccc1Cl,93,97,-6,95,98,1,95,-1,96
0,-4,O=C1NC(NS(=O)(=O)c2ccc(Cl)cc2)(C(F)(F)F)C(=O)N1Cc1cccnc1 (stereo not given),106,100,0,98,97,0,96,-1,96
1,0,CCn1c(SCC(=O)Nc2ccc(S(=O)(=O)Nc3ccccn3)cc2)nnc1-c1ccncc1,103,110,1,100,101,0,107,0,107
-8,0,Cc1onc(-c2ccccc2Cl)c1C(=O)Nc1c(C)n(C)n(-c2ccccc2)c1=O,104,101,-6,100,106,3,102,-5,101
-17,-4,Cc1cc(N2CCCCC2)nc(N2CCOCC2)n1,102,100,-6,100,99,0,100,-12,98
-15,-6,Cc1ccc(Cn2ncc3c(N4CCOCC4)ncnc32)cc1,106,101,-10,96,97,0,101,-7,99
-3,-6,COc1ccc(C(=O)NCC(=O)N/N=C/C(C)=C/c2ccccc2)cc1OC,102,97,-5,101,102,-5,101,-6,100
-11,1,O=C(Nc1nc(=O)[nH]s1)c1ccccc1,98,97,-4,95,101,0,97,-3,98
-8,0,O=C(CN1C(=O)CCC1=O)Nc1nc(-c2ccc3ccccc3c2)cs1,98,95,-3,98,109,0,101,-6,103
-2,-2,CCN(CCO)Cc1cn[nH]c1-c1ccc(C)c(C)c1,103,100,-2,100,100,-2,100,-3,102
2,-3,O=C(c1ccc(-c2ccccc2)c(F)c1)C1CCCN(C(=O)c2cncs2)C1 (stereo not given),91,89,-2,89,97,-5,96,-1,94
-2,-5,COc1cc(-c2nc3n(n2)C(c2ccncc2)C2=C(CCCC2=O)N3)cc(OC)c1OC (stereo not given),98,96,-1,95,93,0,96,-2,96
3,0,O=C(Nc1nc(-c2ccncc2)cs1)C1c2ccccc2Oc2ccccc21,93,95,0,99,90,-3,97,-4,96
-3,2,CCOC(=O)Cn1nc(C)c2c1CCCC2=O,99,100,-2,99,102,1,100,2,102
-4,-2,O=C(Nc1c(F)cc(F)cc1Br)c1cc2nc(C(F)F)cc(C(F)F)n2n1,98,97,0,96,99,1,98,-3,101
-4,-1,CCCCNC(=O)CCCn1c(=S)[nH]c2cc3c(cc2c1=O)OCO3,107,99,-4,98,102,0,97,-16,102
-6,-6,CC(=O)Nc1ccc(OCc2cnc(Cl)s2)cc1,101,101,-2,97,107,0,102,-2,101
-4,-1,NC(=O)NC(CC(=O)NCCCc1ccccc1)c1ccccc1Cl (stereo not given),94,94,-3,96,95,-6,94,0,93
-11,3,Cc1c(C(=O)N2CCCC2)sc(NC(=O)c2cccc(Cl)c2)c1C#N,100,97,0,96,96,6,94,-1,96
-9,-8,O=C1CC(=Nc2ccccc2)NN1c1ccccc1,104,103,-8,99,99,-2,98,-8,101
-4,-10,COc1cccc(S(=O)(=O)Nc2cccc(C(=O)N3CCCCCC3)c2)c1,104,99,-7,100,100,-5,98,-8,101
-3,-6,O=C(CSc1nnc(Cc2ccc3c(c2)OCO3)n1C1CCCCC1)NC1CCCC1,104,103,-4,97,104,-3,101,-8,102

Exported as comma-separated lines: entries from further up.
canonical_smiles,Bim-Bfl-1,Bcl-XL Bim block,Rac1 wt modul,Cdc42 wt GTP,Bim-Bcl-2,Rac1 act GTP bind,Rab7 wt modul,Bim-Bcl-W,Rab2A wt mod,Bim-Bcl-B,HRas wt GTP
COc1cc(-c2nc3n(n2)C(c2ccncc2)C2=C(CCCC2=O)N3)cc(OC)c1OC (stereo not given),-2,-5,98,96,-1,95,93,0,96,-2,96
O=C(Nc1nc(-c2ccncc2)cs1)C1c2ccccc2Oc2ccccc21,3,0,93,95,0,99,90,-3,97,-4,96

Whole records as entered above. Values in the order: Bim-Bfl-1	Bcl-XL Bim block	Rac1 wt modul	Cdc42 wt GTP	Bim-Bcl-2	Rac1 act GTP bind	Rab7 wt modul	Bim-Bcl-W	Rab2A wt mod	Bim-Bcl-B	HRas wt GTP
Profile of O=C(CN1C(=O)CCC1=O)Nc1nc(-c2ccc3ccccc3c2)cs1 → -8	0	98	95	-3	98	109	0	101	-6	103
Profile of O=C(Nc1nc(-c2ccncc2)cs1)C1c2ccccc2Oc2ccccc21 → 3	0	93	95	0	99	90	-3	97	-4	96
Profile of CCOC(=O)Cn1nc(C)c2c1CCCC2=O → -3	2	99	100	-2	99	102	1	100	2	102
